# Screening results: PubChem BioAssay, National Center for Advancing Translational Sciences (NCATS)
# PKM2 activator: activators of human pyruvate kinase M2; Potency, µM (highest dose often 57.5 µM), without a hit: at the highest dose activation, usual class: activators; purified PKM2, Kinase-Glo ATP luminescence, activation; response scale: 0% is enzyme alone, no compound; AID 1631; actives 0.34% (n = 260,000); note: potency is the fitted concentration of half-maximal effect; nearly all actives have a fitted effect of over 55% in size
#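 Purified hPK-M2 (>95%) run at intermediate activity with 0.1 mM ADP and 0.5 mM PEP in 50 mM imidazole pH 7.2, KCl, MgCl2; 1 h room temperature. ATP formed read by Kinase-Glo luminescence; normalized to uninhibited and no-enzyme controls.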
# GALK inh: galactokinase (human) inhibition | P51570 | Purified GALK, Kinase-Glo residual ATP luminescence | Potency, µM (doses to about 57.5 µM), without a hit: at the top dose activity change, negative = inhibition, actives largely listed as inhibitors | actives 0.007% (n = 270,000) | AID 1868; note: potency is the fitted concentration of half-maximal effect
# Target sequence (P51570 whole entry, looked up): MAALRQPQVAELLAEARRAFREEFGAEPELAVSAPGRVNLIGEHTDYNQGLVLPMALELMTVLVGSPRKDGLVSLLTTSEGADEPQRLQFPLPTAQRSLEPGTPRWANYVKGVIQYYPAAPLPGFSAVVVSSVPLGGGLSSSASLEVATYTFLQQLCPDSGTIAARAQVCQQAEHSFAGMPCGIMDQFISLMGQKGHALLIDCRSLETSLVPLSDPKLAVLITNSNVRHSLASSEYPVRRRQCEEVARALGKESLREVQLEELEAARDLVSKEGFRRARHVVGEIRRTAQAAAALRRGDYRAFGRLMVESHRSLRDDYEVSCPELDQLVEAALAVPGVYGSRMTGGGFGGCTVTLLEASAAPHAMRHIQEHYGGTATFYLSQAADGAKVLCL
#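 5 nM enzyme, 35 uM ATP, 100 uM galactose, 20 mM HEPES pH8.0, 5 mM MgCl2; 1 h RT; residual ATP by Kinase-Glo Plus luminescence, qHTS format.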
# KCNH2 3.1 inh: KCNH2 3.1 (human) potassium channel inhibition | actives 0.95% (n = 340,000) | U2OS KCNH2 3.1, thallium flux FluxOr; stronger effect = lower value | activity change, % (tested at about 1.8 µM);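 active = maximum activity change below -70%; inconclusive = maximum activity change from -70% to -50%; inactive = maximum activity change above -50%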;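 note: thallium influx rate constant from kinetic fluorescence after stimulation buffer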
#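 Normalized rate constant (relative to positive and negative DMSO controls) derived from a 2 min kinetic fluorescence read after stimulation; U2OS cells expressing the 3.1 isoform via virus at 1.77 x 10^8 /mL.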
# B2AR arrestin: agonists driving beta-arrestin recruitment to human beta2-adrenergic receptor; beta-arrestin recruitment to beta2AR, cell-based reporter; Potency, µM (doses to about 46.1 µM), for the others: top-dose activation, hits mostly activators; actives 0.02% (n = 330,000);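 note: potency is the fitted concentration of half-maximal effect; 0% = DMSO controls and full agonism = EC100 isoproterenol or metaproterenol; nearly all actives have a fitted effect of over 65% in size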
# Target sequence (P07550 whole entry, looked up): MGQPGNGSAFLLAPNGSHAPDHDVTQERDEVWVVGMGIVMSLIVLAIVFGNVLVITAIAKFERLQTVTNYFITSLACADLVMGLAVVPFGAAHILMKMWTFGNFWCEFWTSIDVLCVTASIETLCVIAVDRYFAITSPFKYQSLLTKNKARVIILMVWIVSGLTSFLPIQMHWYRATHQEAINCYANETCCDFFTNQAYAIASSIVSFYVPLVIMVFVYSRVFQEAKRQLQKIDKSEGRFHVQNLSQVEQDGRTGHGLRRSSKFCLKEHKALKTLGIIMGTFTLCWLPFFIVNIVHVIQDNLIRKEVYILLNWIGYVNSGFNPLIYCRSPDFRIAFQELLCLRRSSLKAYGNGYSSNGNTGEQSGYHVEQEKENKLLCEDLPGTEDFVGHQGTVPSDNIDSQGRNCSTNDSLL
# KCNH2 WT inh: blocks the wildtype human KCNH2 potassium channel; Q12809; U2OS, BacMam KCNH2, thallium flux FluxOr; stronger effect = lower value; activity change, % at 1.84 µM; actives 0.37% (n = 340,000); AID 720551;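 active = maximum activity change below -70%; inconclusive = maximum activity change between -70% and -50%; inactive = maximum activity change above -50%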
#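 U2OS cells transduced with wild-type KCNH2 virus are loaded with FluxOr dye for 45 min, and thallium flux is measured in kinetic reads before and after stimulation buffer. Rate constants are normalized to DMSO controls.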
# Giardia killer: Giardia lamblia killing. Giardia lamblia trophozoite viability. activity change, % at 7.66 µM, hits read low. actives 0.15% (n = 340,000); in the data active = activity change below about -80%; inconclusive = between about -30% and that limit;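 note: parasites exposed to compound for two days anaerobically before the ATP read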
#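 Anaerobic 48 hrs incubation at 37 deg C of 100 trophozoites/well with test compounds; ATPLite 1-Step luminescence, 15-30 min RT, reports cellular ATP as viability.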
# BCR signal inh: chronic active BCR signaling inhibition | ABC-DLBCL IkBa-CBG/CBR reporter, luminescence ratio, 4 h | Potency, µM (titrated, usually from 46.1 µM), inactives show top-dose ratio change, negative = lower green/red ratio, hits mostly inhibitors | actives 0.05% (n = 340,000); active = well fitted inhibition curve with a large enough effect in the signal ratio, with a control signal flat, not every such curve was filed as active; inconclusive = small, poorly fitted or top-dose-only effect, or effect the other way, or a change in a side signal; the % refers to the signal ratio;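 note: potency is the fitted concentration of half-maximal effect; plate controls were basal doxycycline-induced cells for no effect and cells given 10 µM MG132 for full effect; MG132 reads +100%, hits lower the ratio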
#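 TMD8 ABC-DLBCL cells carrying doxycycline-inducible green luciferase fused to IkappaBalpha plus unfused red luciferase were exposed to compounds (up to 46 uM) for 4 hrs at 37C. Activity came from the overlap-corrected green/red luminescence ratio.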
# Eya2 inh: blocks the phosphatase activity of human Eya2; AID 488837; actives 0.006% (n = 330,000); Potency, µM (highest dose often 76.9 µM), inactives show top-dose activity, negative = inhibition, actives largely listed as inhibitors; O00167; recombinant Eya2, OMFP fluorescence dephosphorylation (OMFP is methylfluorescein phosphate); note: potency is the fitted concentration of half-maximal effect
#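 Eya2 protein (added as 0.2 uM solution) was preincubated with compound for 10 min at ambient temperature in 50 mM HEPES pH 7.5, 50 mM NaCl, 5 uM MgCl2, 0.05% BSA, 1 mM DTT. OMFP (added at 50 uM) then reacted 10 min; fluorescence read at 485/525 nm.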
# USP2a block: blocks human ubiquitin-specific protease USP2a | O75604 | USP2 core, Ub-CHOP2 coupled fluorogenic reporter, 485/531 | Potency, µM (series often up to 38.3 µM), without a hit: at the top dose activity change, negative = inhibition, most hits filed as inhibitors | actives 0.01% (n = 330,000) | AID 463254;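 note: potency is the fitted concentration of half-maximal effect; plate controls were DMSO wells for no effect and full inhibition by NEM control for full effect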
#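 Deubiquitinase activity read as fluorescence (485/531 nm) after Ub-CHOP2 cleavage activates the enterokinase reporter on its substrate; USP2 core 10nM, Ub-CHOP2 and substrate 25nM each, 30min compound preincubation then 60min RT; data normalized to NEM, curves fitted.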
# uPA generation: blocks generation of uPA at the cell surface | cell surface uPA generation assay, qHTS | actives 0.31% (n = 330,000) | Potency, µM (titrated, usually from 38.3 µM), without a hit: at the highest dose activity change, negative = inhibition, usual class: inhibitors; active = well fitted inhibition curve with a large enough effect; inconclusive = small, poorly fitted or top-dose-only effect; inactive = no such curve, though single readings can be large or run the other way; tested in mouse RAW 264.7 cells; note: potency is the fitted concentration of half-maximal effect; nearly all actives have a fitted effect of over 55% in size
# Coupling enz: coupling enzyme interference in Giardia aldolase counter-screen; coupling enzyme system counterscreen, AmpLite Red fluorescence; activity change, negative = inhibition, % at 58.2 µM, hits read low; actives 0.67% (n = 290,000); AID 2472; in the data active = activity change below about -30%
#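 Counterscreen of the coupled detection system alone, without aldolase: glyceraldehyde-3-phosphate coupling enzymes plus AmpLite Red readout. Compounds at 57.5 uM final, 10 min RT preincubation, 20 min RT reaction, fluorescence 525/598 nm.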
# * marks the source's active call; other numbers are inactive results; i = inactive; ? = inconclusive; . = no result given; & = joins results of further samples; [ ] = another dose, or the depositor's remark. Unless noted, calls come from the whole dose curve; as a rule, active = well fitted curve in the direction sought with a large enough effect; inconclusive = small, poorly fitted or top-dose-only effect, or another doubt; inactive = no such curve, though single readings can be large; an effect the other way counts as inactive or inconclusive. Unless noted, % is set by controls: 0 for no effect and ±100 for the full control effect.
SMILES,PKM2 activator,GALK inh,KCNH2 3.1 inh,B2AR arrestin,KCNH2 WT inh,Giardia killer,BCR signal inh,Eya2 inh,USP2a block,uPA generation,Coupling enz
CC1CCCCN1S(=O)(=O)c1ccc(S(=O)(=O)N(Cc2ccccc2)Cc2ccco2)cc1 (configuration not stated),-5%,-4%,-19,-0.4%,0,2,?,9%,0%,-5%,0
Cc1ccc(C)c(SCC(=O)OCC(=O)c2ccco2)c1,-3%,3%,-16,-0.2%,-13,7,9%,-17%,1%,2%,-1
CCn1c(=O)n(CC)c2cc(N3CCCC3)c(NC(=O)c3ccccc3OC)cc21,0%[0.46 µM],-2%,-7,-0.6%,-1,13,14%,-20%,-1%,4%,1
CCOC(=O)c1sc(NC(=O)c2cc3n(n2)C(C(F)(F)F)CC(c2ccccc2)N3)c(C(=O)OCC)c1C (configuration not stated),-2%,-1%,-6,0.4%,-13,-5,6%,9%,0%,6%,1
COc1cc2c(cc1O)C(Cc1ccc(O)cc1)[N+](C)([O-])CC2 (configuration not stated),-1%,4%,2,-0.2%,5,-7,0%,8%,-7%,3%,-1
O=C(NCCC1=CCCCC1)C(=O)NCC(c1ccco1)N1CCN(c2ccccc2)CC1 (configuration not stated),-2%,1%,-11,-0.4%,3,1,-3%,-2%,2%,2%,0
CC(=O)N1CCN(c2ccccc2NC(=O)c2ccco2)CC1,-9%,-6%,2,-0.2%,7,-17,-2%,-2%,1%,-8%,2
COc1ccc(CNc2oc(C)nc2C#N)cc1,-2%,1%,2,0.1%,2,-2,?,-1%,1%,-2%,2
O=C(NCc1ccc2c(c1)OCO2)c1c(-c2ccsc2)sc2ccccc12,.,.,-34,-0.2%,-4,-11,4%,-3%,6%,-22%,.
COc1ccc(Cl)cc1N=Cc1c(O)c2ccccc2oc1=O,0%,5%,-4,-0.2%,-6,-5,?,-2%,20%,5%,1
O=C(CSc1nnc(-c2ccco2)n1-c1ccccc1)NCC1CCCO1 (configuration not stated),-2%,-5%,1,0.5%,-8,2,0%,6%,2%,5%,5
O=C(CSc1nnnn1C1CCCCC1)N1CCN(C(=O)c2ccco2)CC1,15%,-13%,-3,-0.4%,.,-1,?,-3%,2%,6%,5
CCn1c(SCC(=O)NCc2ccc3c(c2)OCO3)nnc1-c1c[nH]c2ccccc12,9%,0%,4,0.4%,1,5,-10%,-27%,1%,14%,1
O=C(Nc1cccc(C(=O)O)c1)/C(=C/c1ccc([N+](=O)[O-])cc1)NC(=O)c1ccccc1,1%,12%,5,-0.2%,2,33[activator],8%,4%,-1%,-11%,8
CC(=O)N(\C=C/C=C/C=C1\Sc2ccccc2C1=O)c1ccccc1,2%,0%,?,-0.4%,-12,16,?,4%,-9%,-2%,-6
CCCc1ccc(-c2ccc(/C=C/C(=O)O)cc2)nc1,-1%,0%,19,-0.1%,-10,?,?,3%,4%,-9%,6
COc1cccc(C(=O)/C=C/Nc2ccc(S(=O)(=O)Nc3cnc4ccccc4n3)cc2)c1,-3%,-3%,-17,-0.6%,0,-4,5%,0%,2%,3%,6
Cc1cccn2c(=O)nc(SCC(=O)N3CCCCCC3)nc12,.,.,26,-0.1%,2,-19,-2%,-13%,-1%,1%,.
CCCc1ccc(OCC(O)CN2CCc3ccccc3C2)cc1 (configuration not stated),-1%,3%,-39,0.3%,14,25,0%,-2%,-4%,27%,-1
Cc1oc(-c2ccccc2F)nc1CS(=O)(=O)CC(=O)N1CCCCCC1,-5%,-3%,25,-0.1%,1,23,10%,3%,2%,-5%,5

# By substructure: the entries above containing a thiophene ring, fused or not (two)
SMILES,PKM2 activator,GALK inh,KCNH2 3.1 inh,B2AR arrestin,KCNH2 WT inh,Giardia killer,BCR signal inh,Eya2 inh,USP2a block,uPA generation,Coupling enz
CCOC(=O)c1sc(NC(=O)c2cc3n(n2)C(C(F)(F)F)CC(c2ccccc2)N3)c(C(=O)OCC)c1C (configuration not stated),-2%,-1%,-6,0.4%,-13,-5,6%,9%,0%,6%,1
O=C(NCc1ccc2c(c1)OCO2)c1c(-c2ccsc2)sc2ccccc12,.,.,-34,-0.2%,-4,-11,4%,-3%,6%,-22%,.

# (further entries)
SMILES,PKM2 activator,GALK inh,KCNH2 3.1 inh,B2AR arrestin,KCNH2 WT inh,Giardia killer,BCR signal inh,Eya2 inh,USP2a block,uPA generation,Coupling enz
O=C(CCC1CCN(Cc2ccc(C#CCCO)cc2)CC1)NC1CC1,2%,3%,-16,-0.2%,20,-1,-1%,-4%,1%,8%,-1
Cc1c(NS(=O)(=O)c2cc(C(=O)N(C)Cc3ccccc3)ccc2Cl)c(=O)n(-c2ccccc2)n1C,.,.,3,-0.5%,-3,-5,11%,4%,4%,2%,.
COc1ccccc1CNC(=O)C1CCC(CNc2c(N3CCCCC3)c(=O)c2=O)CC1 (configuration not stated),0%,1%,3,-0.2%,-2,28,-1%,8%,3%,3%,5
CCc1cc(=O)oc2c3c(cc(OCC(=O)NCCC(=O)O)c12)OC(C)(C)CC3,.,0%,5,-0.4%,15,13,0%,6%,-7%,-1%,-1
Cc1ccc2c(CC(=O)NNC(=O)c3ccncc3)coc2c1,.,.,-15,-0.1%,5,-15,15%,2%,2%,1%,.
CCc1cccc(Nc2c3c(nc4ncnn24)CCC3)c1,5%,-2%,3,-0.2%,19,3,?,10%,0%,-19%,2
Cc1c(NC(=O)c2csc3c2CCCC3)c(=O)n(-c2ccccc2)n1C,-2%,0%,-12,0.0%,-8,-9,1%,-16%,0%,0%,1
O=C(CNS(=O)(=O)c1ccccc1)OCC(=O)c1ccccc1Cl,0%,-5%,-17,3.1%,29,-13,4%,-1%,4%,7%,0
CCn1c(SCC(=O)Nc2ccc3c(c2)OCCO3)nnc1-c1ccccn1,-1%,1%,-17,0.5%,-13,-7,0%,15%,0%,.,-14
Cn1c(/C=C/c2ccc([N+](=O)[O-])o2)nc2ccccc2c1=O,7%,-6%,3,?,4,?,0%,2%,1%,-6%,.
COc1cc(/C=N/NC(=S)NC(C)C)ccc1OCC(=O)Nc1c(C)cc(C)cc1C,-2%,0%,-46,-3.3%,0,13,?,8%,-2%,0%,2
Cc1ccccc1NC(=O)c1cccc(NC(=O)c2ccco2)c1,5%,-4%,-1,-0.3%,0,16,?,3%,-1%,-3%,2
Cc1onc(-c2ccccc2)c1C(=O)Nc1ccc(Cl)cn1,-3%,-3%,-3,-1.5%,-2,21,-8%,7%,-1%,-4%,1
C=CCn1c(SCC(=O)NCc2ccc3c(c2)OCO3)nnc1C1CCCCC1,-5%,5%,-7,-0.1%,0,-13,6%,-9%,2%,-1%,3
CC1=NNC(=O)C1CCC(=O)N/N=C/C=C/c1ccccc1 (configuration not stated),0%,1%,-3,-1.0%,i,-6,4%,5%,4%,2%,2
Cc1ccc2nc(-c3cccnc3)c(NC3CCCC3)n2c1,-6%,-1%,-26,-0.5%,-10,1,6%,3%,3%,4%,-2
Cc1cc(C)cc(NC(=O)CN2CCN(C(=O)C3CCCO3)CC2)c1 (configuration not stated),-1%,-1%,13,-0.6%,-12,-17,1%,-3%,1%,-4%,0
CSc1nnc(-c2ccccc2)c(=O)[nH]1,-9%,4%,11,-0.4%,-1,9,?,11%,0%,10%,2
Oc1cccc(/C=N/Nc2cc(N3CCOCC3)nc(N3CCOCC3)n2)c1,6%,0%,0,-0.4%,-4,14,?,-12%,0%,1%,-1
COc1cccc(NC(=O)COc2ccc(Br)c(C)c2)c1,1%,1%,-2,-1.1%,-10,16,?,5%,-1%,?,0
CC(NCCc1ccc(O)cc1)C(O)c1ccc(O)cc1 (configuration not stated),-10%,-1%,-12,?,3,0,5%,3%,5%,-29%,-2&5

# Entries of single compounds, quoted from the list:
# `COc1cccc(NC(=O)COc2ccc(Br)c(C)c2)c1` across the screens: PKM2 activator: 1%; GALK inh: 1%; KCNH2 3.1 inh: -2; B2AR arrestin: -1.1%; KCNH2 WT inh: -10; Giardia killer: 16; BCR signal inh: ?; Eya2 inh: 5%; USP2a block: -1%; uPA generation: ?; Coupling enz: 0
# `Cc1cc(C)cc(NC(=O)CN2CCN(C(=O)C3CCCO3)CC2)c1` (configuration not stated) across the screens: PKM2 activator: -1%; GALK inh: -1%; KCNH2 3.1 inh: 13; B2AR arrestin: -0.6%; KCNH2 WT inh: -12; Giardia killer: -17; BCR signal inh: 1%; Eya2 inh: -3%; USP2a block: 1%; uPA generation: -4%; Coupling enz: 0

# Rows were taken by chance, and some 2.4% of all compounds hit somewhere here.
